TcdB inh: blocks C. difficile toxin B glycohydrolase activity; P18177; inhibition, % at 9.99 µM; AID 652162; 350,000 tested, 0.24% active; TcdB glycohydrolase enzymatic assay, plate reader; in the data active = inhibition above about 10%
Target sequence (P18177 whole entry, looked up): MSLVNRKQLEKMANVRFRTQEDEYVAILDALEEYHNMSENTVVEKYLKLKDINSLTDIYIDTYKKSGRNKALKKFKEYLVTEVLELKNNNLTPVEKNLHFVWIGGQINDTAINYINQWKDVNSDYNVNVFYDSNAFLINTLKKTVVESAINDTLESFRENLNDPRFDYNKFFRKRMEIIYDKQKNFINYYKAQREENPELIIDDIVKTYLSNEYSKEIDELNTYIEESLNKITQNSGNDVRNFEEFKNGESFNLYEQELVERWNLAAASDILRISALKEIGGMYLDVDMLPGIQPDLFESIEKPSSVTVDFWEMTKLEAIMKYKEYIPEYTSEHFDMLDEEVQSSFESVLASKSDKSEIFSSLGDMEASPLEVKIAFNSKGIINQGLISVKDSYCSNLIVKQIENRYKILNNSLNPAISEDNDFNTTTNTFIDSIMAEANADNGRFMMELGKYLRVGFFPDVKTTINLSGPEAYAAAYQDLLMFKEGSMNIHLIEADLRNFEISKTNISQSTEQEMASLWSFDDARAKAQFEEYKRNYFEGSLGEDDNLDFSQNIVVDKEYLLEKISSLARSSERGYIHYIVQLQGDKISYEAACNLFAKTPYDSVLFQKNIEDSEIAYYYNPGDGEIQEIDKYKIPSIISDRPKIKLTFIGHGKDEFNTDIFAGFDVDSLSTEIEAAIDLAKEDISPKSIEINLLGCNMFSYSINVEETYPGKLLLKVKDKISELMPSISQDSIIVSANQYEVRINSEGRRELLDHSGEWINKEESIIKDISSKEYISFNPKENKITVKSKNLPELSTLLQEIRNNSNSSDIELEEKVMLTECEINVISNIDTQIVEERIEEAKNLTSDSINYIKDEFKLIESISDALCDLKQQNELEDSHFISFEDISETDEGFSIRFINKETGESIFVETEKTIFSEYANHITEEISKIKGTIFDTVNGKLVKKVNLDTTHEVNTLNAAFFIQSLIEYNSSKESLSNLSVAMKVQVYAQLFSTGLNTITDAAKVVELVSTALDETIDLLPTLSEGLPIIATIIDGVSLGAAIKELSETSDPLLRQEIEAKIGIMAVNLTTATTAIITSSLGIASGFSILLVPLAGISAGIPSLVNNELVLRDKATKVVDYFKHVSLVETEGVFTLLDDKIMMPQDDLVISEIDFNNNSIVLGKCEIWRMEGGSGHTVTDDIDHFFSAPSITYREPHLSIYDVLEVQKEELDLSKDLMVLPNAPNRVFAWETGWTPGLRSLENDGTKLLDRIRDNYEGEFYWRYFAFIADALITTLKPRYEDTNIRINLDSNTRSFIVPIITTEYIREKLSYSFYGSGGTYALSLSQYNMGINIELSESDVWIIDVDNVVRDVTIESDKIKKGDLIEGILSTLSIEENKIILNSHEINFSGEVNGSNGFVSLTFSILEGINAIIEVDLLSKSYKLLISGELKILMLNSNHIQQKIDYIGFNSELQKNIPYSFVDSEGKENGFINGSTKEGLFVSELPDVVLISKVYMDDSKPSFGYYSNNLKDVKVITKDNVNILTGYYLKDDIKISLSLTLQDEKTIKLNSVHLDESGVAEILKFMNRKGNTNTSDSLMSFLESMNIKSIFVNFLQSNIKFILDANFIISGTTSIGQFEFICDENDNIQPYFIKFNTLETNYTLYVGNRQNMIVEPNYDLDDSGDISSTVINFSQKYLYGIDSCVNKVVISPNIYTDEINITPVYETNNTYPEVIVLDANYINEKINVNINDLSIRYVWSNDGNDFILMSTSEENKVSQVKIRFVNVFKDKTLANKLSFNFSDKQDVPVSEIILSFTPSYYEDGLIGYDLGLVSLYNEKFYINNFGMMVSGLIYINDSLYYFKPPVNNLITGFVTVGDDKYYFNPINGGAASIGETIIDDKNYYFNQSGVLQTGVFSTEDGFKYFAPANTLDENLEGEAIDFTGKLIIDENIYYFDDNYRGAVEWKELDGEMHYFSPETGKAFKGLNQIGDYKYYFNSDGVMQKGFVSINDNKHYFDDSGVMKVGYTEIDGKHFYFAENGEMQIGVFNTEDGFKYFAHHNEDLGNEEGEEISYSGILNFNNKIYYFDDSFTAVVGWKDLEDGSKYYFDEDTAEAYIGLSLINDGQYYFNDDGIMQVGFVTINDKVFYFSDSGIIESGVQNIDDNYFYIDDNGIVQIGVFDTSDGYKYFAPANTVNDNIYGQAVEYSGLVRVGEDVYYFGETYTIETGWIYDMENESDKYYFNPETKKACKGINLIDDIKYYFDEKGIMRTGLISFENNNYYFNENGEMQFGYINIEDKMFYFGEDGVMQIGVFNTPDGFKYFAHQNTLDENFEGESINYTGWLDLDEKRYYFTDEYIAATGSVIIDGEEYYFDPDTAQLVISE
* marks the source's active call; other numbers are inactive results; & = joins results of further samples. This is a subset. The share of hits here may be higher or lower than overall.

COc1ccc(S(=O)(=O)Nc2ccc3c(c2)C(=O)N([C@@H](C)CO)C[C@@H](C)[C@H](CN(C)S(=O)(=O)c2ccccc2)O3)cc1
  TcdB inh: 0.2

CCCNC(=O)C[C@H]1CC[C@@H]2[C@H](COc3ccc(NC(=O)c4ccc5c(c4)OCO5)cc3C(=O)N2C)O1
  TcdB inh: 6.7

O=C(C1CCCC1)N1C[C@@H]2[C@H](c3ccccc31)[C@@H](CO)N2C(=O)c1cccnc1
  TcdB inh: -1.2

O=C(C[C@H]1C[C@H]2c3cc(NC(=O)C4CCOCC4)ccc3O[C@H]2[C@H](CO)O1)NCc1ccc(Cl)cc1
  TcdB inh: 0.0

C[C@@H]1CN([C@@H](C)CO)C(=O)c2c(c3ccccc3n2C)-c2ccccc2CO[C@H]1CN(C)C(=O)Nc1cccc(F)c1
  TcdB inh: 0.1

C[C@@H]1CN([C@H](C)CO)S(=O)(=O)c2ccc(-c3ccccc3F)cc2O[C@@H]1CN(C)C(=O)C1CC1
  TcdB inh: 0.4

COc1ccc(S(=O)(=O)Nc2ccc3c(c2)C(=O)N([C@@H](C)CO)C[C@@H](C)[C@H](CN(C)C(=O)Nc2ccc4c(c2)OCO4)OCCCC[C@H](C)O3)cc1
  TcdB inh: -0.6

C[C@@H]1CN([C@@H](C)CO)C(=O)Cc2cc(NS(=O)(=O)c3cn(C)cn3)ccc2O[C@H]1CN(C)S(C)(=O)=O
  TcdB inh: -1.7

C[C@H](CO)N1C[C@H](C)[C@H](CN(C)C(=O)NC2CCCCC2)Oc2ccc(NC(=O)Nc3ccc(F)cc3)cc2CC1=O
  TcdB inh: -1.8

C[C@H]1CN([C@@H](C)CO)C(=O)c2cc(NC(=O)Cn3cnnn3)ccc2O[C@H]1CN(C)C(=O)Nc1cccc2ccccc12
  TcdB inh: -0.2

C[C@@H]1CN([C@H](C)CO)C(=O)c2cc(NC(=O)Cn3cnnn3)ccc2O[C@@H]1CN(C)Cc1ccc(C(=O)O)cc1
  TcdB inh: -2.6

CO[C@@H]1CN(C)C(=O)c2ccc(NC(=O)Nc3cccc(Cl)c3)cc2OC[C@H](C)N(C(=O)Nc2c(C)noc2C)C[C@@H]1C
  TcdB inh: 0.3

CNC[C@H]1Oc2ccc(NC(=O)Nc3ccc(C(F)(F)F)cc3)cc2CC(=O)N([C@@H](C)CO)C[C@@H]1C
  TcdB inh: -0.6

COc1ccc(NC(=O)Nc2ccc3c(c2)C(=O)N([C@@H](C)CO)C[C@H](C)[C@H](CN(C)Cc2ccc(C(F)(F)F)cc2)O3)cc1
  TcdB inh: -11

COc1ccc(NC(=O)N(C)C[C@H]2Oc3c(cccc3N(C)C)C(=O)N([C@H](C)CO)C[C@H]2C)cc1
  TcdB inh: 3.5

C[C@@H]1CN([C@@H](C)CO)C(=O)c2cc(NC(=O)Nc3ccc(F)cc3)ccc2O[C@@H]1CN(C)Cc1ccccc1
  TcdB inh: -2.5

C[C@H]1CN([C@@H](C)CO)S(=O)(=O)c2ccc(C#CCC3CCCC3)cc2O[C@@H]1CN(C)C
  TcdB inh: 1.6

O=C(C[C@H]1CC[C@H]2[C@@H](COC[C@H](O)CN2CCC(F)(F)F)O1)N1CCC(Cc2ccccc2)CC1
  TcdB inh: -0.6

CC(C)NC(=O)Nc1ccc2c(c1)C(=O)N(C)[C@H]1CC[C@H](CC(=O)Nc3ccc(F)cc3)O[C@@H]1CO2
  TcdB inh: -1.9

CCCC#Cc1cnc2c(c1)C(=O)N([C@H](C)CO)C[C@@H](C)[C@H](CN(C)C(=O)Cc1cccnc1)O2
  TcdB inh: -2.3

C[C@H]1CN([C@@H](C)CO)C(=O)c2cc(-c3cccc(C(=O)N(C)C)c3)cnc2O[C@@H]1CN(C)S(=O)(=O)c1ccc(F)cc1
  TcdB inh: 0.7

C[C@@H]1CN([C@H](C)CO)C(=O)c2cc(NS(=O)(=O)c3ccccc3)ccc2O[C@@H](C)CCCCO[C@H]1CN(C)C(=O)Nc1ccc(C(F)(F)F)cc1
  TcdB inh: -8.7

O=C(O)C[C@H]1C[C@H]2c3cc(NC(=O)Nc4ccc(F)cc4)ccc3O[C@H]2[C@H](CO)O1
  TcdB inh: 1.8

C[C@@H]1CN([C@H](C)CO)S(=O)(=O)c2ccc(-c3cccnc3)cc2O[C@@H]1CN(C)C(=O)CN(C)C
  TcdB inh: -0.2

CN(C)c1ccc2c(c1)[C@H]1C[C@@H](CC(=O)NCc3ccccn3)O[C@@H](CO)[C@H]1O2
  TcdB inh: -45

CCCNC(=O)Nc1ccc2c(c1)OC[C@H](C)N(C(=O)c1ccccc1F)C[C@@H](C)[C@@H](OC)CN(C)C2=O
  TcdB inh: -5.0

CN(C)C(=O)c1cccc(-c2ccc([C@@H]3[C@@H](CO)N4CCCCN(S(C)(=O)=O)C[C@@H]34)cc2)c1
  TcdB inh: -0.4

C[C@@H]1CN([C@H](C)CO)C(=O)c2cccc(NC(=O)Nc3ccc4c(c3)OCO4)c2O[C@@H]1CN(C)Cc1ccc(-c2ccccc2)cc1
  TcdB inh: 0.4

C/C=C/c1ccc2c(c1)O[C@@H](CN(C)C(=O)NC(C)C)[C@@H](C)CN([C@H](C)CO)S2(=O)=O
  TcdB inh: 1.0

CNC[C@H]1Oc2c(NS(=O)(=O)c3ccc(Cl)cc3)cccc2C(=O)N([C@H](C)CO)C[C@@H]1C
  TcdB inh: -0.5

C[C@@H]1CN([C@H](C)CO)C(=O)Cc2cc(NC(=O)C3CC3)ccc2O[C@H]1CN(C)S(=O)(=O)c1cn(C)cn1
  TcdB inh: -0.4

C[C@@H]1CN([C@H](C)CO)C(=O)c2cc(C#Cc3ccccc3)cnc2O[C@@H]1CN(C)C(=O)C1CC1
  TcdB inh: 1.0

CN(C)CC(=O)N[C@@H]1C=C[C@H](CC(=O)NCc2ccc(Cl)cc2)O[C@H]1CO
  TcdB inh: -0.8

CC(C)NC(=O)N(C)C[C@H]1OCCCC[C@H](C)Oc2ccc(NS(=O)(=O)c3ccc(F)cc3)cc2C(=O)N([C@H](C)CO)C[C@@H]1C
  TcdB inh: 1.4

C[C@@H](NC(=O)[C@@H]1[C@@H](CO)[C@@H]2Cn3c(ccc(-c4cccnc4)c3=O)[C@H]1N2C)c1ccccc1
  TcdB inh: -0.4

C[C@H]1CN([C@@H](C)CO)C(=O)c2cccc(NC(=O)CCCCCC(=O)Nc3ccccc3N)c2O[C@H]1CN(C)C(=O)Nc1ccc(F)cc1
  TcdB inh: 0.9

CO[C@@H]1CN(C)C(=O)c2ccc(NC(=O)Nc3cc(F)ccc3F)cc2OC[C@H](C)N(C(=O)c2cnccn2)C[C@@H]1C
  TcdB inh: -0.6

CN(C)C(=O)C[C@H]1CC[C@@H]2[C@H](COC[C@@H](O)CN2CC2CCCCC2)O1
  TcdB inh: -0.2

COc1ccc(S(=O)(=O)N(C)C[C@@H]2OCCCC[C@@H](C)Oc3ccc(NC(=O)Nc4cccc5ccccc45)cc3C(=O)N([C@H](C)CO)C[C@@H]2C)cc1
  TcdB inh: 0.0

C[C@@H]1CN([C@H](C)CO)C(=O)c2cccc(NS(=O)(=O)c3ccc(Cl)cc3)c2O[C@H]1CN(C)S(=O)(=O)c1ccccc1
  TcdB inh: -8.4

Cc1noc(C)c1S(=O)(=O)N(C)C[C@@H]1OCCCC[C@@H](C)Oc2ccc(NC(=O)C3CCCCC3)cc2C(=O)N([C@H](C)CO)C[C@H]1C
  TcdB inh: -0.5

C[C@H]1CN([C@@H](C)CO)C(=O)c2cc(C#Cc3ccccc3F)cnc2O[C@H]1CN(C)C(=O)Cc1ccncc1
  TcdB inh: -0.5

COc1ccc(S(=O)(=O)N(C)C[C@H]2Oc3ccc(NS(C)(=O)=O)cc3CC(=O)N([C@H](C)CO)C[C@H]2C)cc1
  TcdB inh: 0.4

C[C@@H]1CCCCO[C@H](CN(C)Cc2ccc(C(=O)O)cc2)[C@H](C)CN([C@H](C)CO)C(=O)c2cc(NC(=O)Nc3ccc(C(F)(F)F)cc3)ccc2O1
  TcdB inh: 0.6

C[C@@H]1CCCCO[C@@H](CN(C)C(=O)Nc2ccc(C(F)(F)F)cc2)[C@H](C)CN([C@H](C)CO)C(=O)c2cc(NC(=O)c3ccncc3)ccc2O1
  TcdB inh: -2.1

CC(C)NC(=O)N1C[C@@H]2[C@H](c3ccccc31)[C@@H](CO)N2C(=O)c1ccccc1
  TcdB inh: 0.5

CN1C(=O)c2cc(NC(=O)Cc3cccs3)ccc2OC[C@H]2O[C@H](CC(=O)NCC3CCCCC3)CC[C@@H]21
  TcdB inh: 0.9

O=C(NCc1nc2ccccc2[nH]1)C1=C[C@@H](c2coc3ccccc3c2=O)C[C@@H](OCCCCO)O1
  TcdB inh: -0.6

C[C@H](CO)N1C[C@H](C)[C@@H](CN(C)S(=O)(=O)c2ccc(Cl)cc2)OCCCC[C@H](C)Oc2ccc(NS(=O)(=O)c3cn(C)cn3)cc2C1=O
  TcdB inh: 0.7

COc1ccccc1CN1[C@@H](CO)[C@@H](c2ccccc2)C12CN(C(C)=O)C2
  TcdB inh: -0.5

CC(C)NC(=O)Nc1ccc2c(c1)C(=O)N([C@@H](C)CO)C[C@H](C)[C@H](CN(C)C(=O)Nc1ccc(F)cc1)O2
  TcdB inh: -1.7

COCC(=O)N1C[C@@H](C)[C@H](OC)CN(C)C(=O)c2ccc(NC(=O)c3cnccn3)cc2OC[C@@H]1C
  TcdB inh: -0.1

C=C[C@@H](CO)NS(=O)(=O)c1ccc(Br)cc1
  TcdB inh: 0.5

COc1ccc(S(=O)(=O)Nc2ccc3c(c2)CC(=O)N([C@@H](C)CO)C[C@@H](C)[C@H](CN(C)CC2CC2)O3)cc1
  TcdB inh: 1.3&-2.7

C[C@H](CO)N1C[C@H](C)[C@H](CN(C)S(=O)(=O)c2cn(C)cn2)OCc2ccccc2-c2c(n(C)c3ccccc23)C1=O
  TcdB inh: 0.2

C[C@H]1CN([C@@H](C)CO)S(=O)(=O)c2ccc(-c3cccc(F)c3)cc2O[C@H]1CN(C)C(=O)Nc1cc(F)ccc1F
  TcdB inh: 0.4

C[C@@H]1CN([C@H](C)CO)C(=O)c2cccc(NC(=O)C3CCOCC3)c2O[C@@H]1CN(C)Cc1ccccc1
  TcdB inh: -0.4

CCS(=O)(=O)Nc1ccc2c(c1)C(=O)N(C)[C@@H]1CC[C@H](CC(=O)N3CCN(C)CC3)O[C@H]1CO2
  TcdB inh: 0.4

CO[C@H]1CN(C)C(=O)c2cc(NC(=O)Nc3ccccc3F)ccc2OC[C@H](C)NC[C@@H]1C
  TcdB inh: -1.8

C[C@H](CO)N1C[C@H](C)[C@@H](CN(C)Cc2ccccn2)Oc2ncc(C#CC(C)(C)O)cc2C1=O
  TcdB inh: -0.4

C[C@@H]1CN([C@H](C)CO)C(=O)c2cc(NC(=O)Cc3cn(C)c4ccccc34)ccc2O[C@H]1CN(C)CC1CCCCC1
  TcdB inh: -0.4

C[C@@H]1CCCCO[C@H](CN(C)C(=O)c2ccncc2)[C@H](C)CN([C@H](C)CO)C(=O)c2cc(NS(=O)(=O)c3cn(C)cn3)ccc2O1
  TcdB inh: -0.2

C[C@H](NC(=O)C[C@H]1CC[C@@H]2[C@H](COC[C@H](O)CN2Cc2cc(F)ccc2F)O1)c1ccccc1
  TcdB inh: -0.2

C[C@H]1CN([C@@H](C)CO)C(=O)c2cc(NS(=O)(=O)c3cccs3)ccc2O[C@@H]1CN(C)C(=O)Nc1ccc(F)cc1
  TcdB inh: 0.2

O=C(c1ccccc1F)N1C[C@H]2O[C@@H](CNS(=O)(=O)c3ccccc3)CC[C@H]21
  TcdB inh: 0.1

CC(C)C#Cc1ccc2c(c1)O[C@H](CN(C)Cc1ccccn1)[C@H](C)CN([C@H](C)CO)S2(=O)=O
  TcdB inh: 0.1

Cc1noc(C)c1S(=O)(=O)Nc1ccc2c(c1)C(=O)N([C@@H](C)CO)C[C@H](C)[C@H](CN(C)C(=O)Nc1ccc3c(c1)OCO3)O2
  TcdB inh: 2.2

CCNC(=O)[C@@H]1[C@@H](CO)[C@@H]2Cn3c(ccc(-c4ccccc4F)c3=O)[C@@H]2N1C
  TcdB inh: -0.1

COc1ccc(S(=O)(=O)Nc2ccc3c(c2)CC(=O)N([C@H](C)CO)C[C@H](C)[C@H](CN(C)S(=O)(=O)c2cccs2)O3)cc1
  TcdB inh: 0.7

COc1ccc(S(=O)(=O)Nc2ccc3c(c2)CC(=O)N([C@@H](C)CO)C[C@H](C)[C@H](CN(C)Cc2ccc(C(=O)O)cc2)O3)cc1
  TcdB inh: -3.1

C[C@H](CO)N1C[C@H](C)[C@@H](CN(C)CC2CCCCC2)Oc2ccc(NC(=O)Nc3ccc(F)cc3)cc2C1=O
  TcdB inh: 0.0

O=C(NC1CCCCC1)N[C@H]1CC[C@H](CCNS(=O)(=O)c2ccc(Cl)cc2)O[C@H]1CO
  TcdB inh: 0.3

COCCNC(=O)C[C@@H]1C[C@H]2c3cc(NC(=O)Nc4ccccc4)ccc3O[C@H]2[C@@H](CO)O1
  TcdB inh: -0.5

CCNC(=O)C[C@@H]1CC[C@H]2[C@H](COc3ccc(NC(=O)Nc4ccccc4OC)cc3C(=O)N2C)O1
  TcdB inh: 0.0

COc1cccc(CN2[C@@H](CO)[C@H](c3ccccc3)C23CN(C(=O)C2CCCC2)C3)c1
  TcdB inh: -0.4

Cc1noc(C)c1NC(=O)Nc1ccc2c(c1)C(=O)N([C@H](C)CO)C[C@@H](C)[C@@H](CN(C)Cc1ccc3c(c1)OCO3)OCCCC[C@H](C)O2
  TcdB inh: -0.8

Cn1cnc(S(=O)(=O)N2CC[C@@H]3[C@H](CO)Nc4ccc(-c5cccc(F)c5)cc4[C@@H]32)c1
  TcdB inh: 1.5

O=C(Cc1ccccn1)NCC[C@H]1CC[C@H](NC(=O)Nc2ccc(C(F)(F)F)cc2)[C@@H](CO)O1
  TcdB inh: -0.2

COCC(=O)N1C[C@H]2[C@@H](c3ccccc31)[C@@H](CO)N2C(=O)NC(C)C
  TcdB inh: -0.4

Looked up by compound from the list above:
Cc1noc(C)c1NC(=O)Nc1ccc2c(c1)C(=O)N([C@H](C)CO)C[C@@H](C)[C@@H](CN(C)Cc1ccc3c(c1)OCO3)OCCCC[C@H](C)O2
  TcdB inh: -0.8

O=C(Cc1ccccn1)NCC[C@H]1CC[C@H](NC(=O)Nc2ccc(C(F)(F)F)cc2)[C@@H](CO)O1
  TcdB inh: -0.2

Cn1cnc(S(=O)(=O)N2CC[C@@H]3[C@H](CO)Nc4ccc(-c5cccc(F)c5)cc4[C@@H]32)c1
  TcdB inh: 1.5

Screens (PubChem BioAssay)
